S100A4 MyoIIA – inhibitors of S100A4-myosin IIA peptide binding, primary screen, biochemical, fluorescence polarization, TAMRA-MyoIIA peptide | Protein S100-A4 (Homo sapiens), P26447 | inhibition, % at 10.7 µM | 360,000 compounds, 0.14% hits;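 active means mean inhibition of at least 70% across replicates, with every replicate also reaching that level; inconclusive means mean inhibition reaches 70% but some replicates fall short; inactive means mean inhibition below 70%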
Target sequence (P26447 whole entry, looked up): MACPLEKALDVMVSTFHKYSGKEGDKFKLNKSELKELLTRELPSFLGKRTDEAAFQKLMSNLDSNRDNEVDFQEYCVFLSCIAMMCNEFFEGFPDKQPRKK
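Test system: S100A4 monomer protein; Medium: HEPES pH 7.2 with CaCl2, KCl, NaCl, DTT, Triton; Probe or stimulus: TAMRA-labelled myosin IIA heavy-chain peptide probe, 5 nM; Doses: one dose per compound; Times: polarization read 5 min after assay mix addition, stable 5–60 min; Benchmarks: neutral control DMSO, positive control TFP.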
EWS-Fli inh – EWS/Fli-driven NR0B1 reporter inhibitors, primary screen, A673 cells, NR0B1 luciferase, luminescence, MLPCN library; AID 651661, 2012; viability-normalised; 350,000 compounds, 0.67% hits; inhibition, % at 12.6 µM;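 active means mean inhibition of at least 50% after viability correction, with every replicate also passing that limit; inconclusive means mean reaches 50% but only one of two replicates passes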;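 further: firefly luciferase signal divided by Alamar Blue viability fluorescence both relative to DMSO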
PGC1a acetyl inh – inhibitors of PGC1a acetylation signal, primary screen, cell-based, U2OS, AlphaScreen, inhibitor mode | AlphaScreen anti-acetyl-lysine; with virally co-expressed GCN5 acetyltransferase | inhibition, % at 15.6 µM | 350,000 compounds, 0.17% hits | AID 651687, 2012;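 active means every replicate shows inhibition of at least 40%; inconclusive means mean inhibition at least 40% but some replicate below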;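 further: 0% = neutral control wells and 100% = positive control wells; some results beyond the cut were filed as inactive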
LGR2 inh – inhibitors of bursicon-induced LGR2 CRE-luciferase signal, primary screen, cell-based, HEK293, CRE-luciferase reporter, bursicon stimulation; bursicon-stimulated, 4 h; inhibition, % at 9.99 µM; 380,000 compounds, 0.35% hits; AID 720647, 2013;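 active means drop in luminescence signal, shown as inhibition above about 50% in the replicate tests, limit read from the data, passing the limit was not always enough; inconclusive means probably only some replicates passing the limit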;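 further: agonist challenge used bursicon conditioned medium at about half maximal strength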
FN deposition inh – inhibitors of fibronectin matrix deposition, primary screen, AH1F cells, Alexa488-fibronectin fluorescence, plate reader | AH1F fibroblasts, overnight | inhibition, % at 12.6 µM | 350,000 compounds, 0.086% hits | AID 743247, 2014;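 active means mean inhibition across replicates of 30% or more, regardless of how many single replicates reach that level; inconclusive means mean under 30% yet at least half of replicates reach 30%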;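 further: positive control wells lacked labelled fibronectin entirely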
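Schedule: 1 h cell adhesion before compound, then overnight fibronectin incubation; test system: AH1F fibroblast monolayer depositing Alexa488-labelled fibronectin into matrix; quantity: 10000 AH1F cells per well; probe or stimulus: fluorescent fibronectin at 24 nM final; signal: fluorescence, ex 485 nm, em 525 nm; evaluation: percent inhibition as loss of matrix-bound fibronectin fluorescence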
ERAP1 inh – human ERAP1 aminopeptidase inhibitors, primary screen, biochemical, single point, plate reader; Endoplasmic reticulum aminopeptidase 1 (Homo sapiens), Q9NZ08; recombinant ERAP1, Leu-AMC fluorescence, 60 min; inhibition, % at 10.7 µM; 340,000 compounds, 0.15% hits;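 active means mean replicate inhibition of at least 30%, or all replicates individually reaching that 30% level; inactive means mean below 30% and not every replicate reaching it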;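 further: 0% = neutral control wells and 100% = L-leucinethiol positive control wells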
Target sequence (Q9NZ08 whole entry, looked up): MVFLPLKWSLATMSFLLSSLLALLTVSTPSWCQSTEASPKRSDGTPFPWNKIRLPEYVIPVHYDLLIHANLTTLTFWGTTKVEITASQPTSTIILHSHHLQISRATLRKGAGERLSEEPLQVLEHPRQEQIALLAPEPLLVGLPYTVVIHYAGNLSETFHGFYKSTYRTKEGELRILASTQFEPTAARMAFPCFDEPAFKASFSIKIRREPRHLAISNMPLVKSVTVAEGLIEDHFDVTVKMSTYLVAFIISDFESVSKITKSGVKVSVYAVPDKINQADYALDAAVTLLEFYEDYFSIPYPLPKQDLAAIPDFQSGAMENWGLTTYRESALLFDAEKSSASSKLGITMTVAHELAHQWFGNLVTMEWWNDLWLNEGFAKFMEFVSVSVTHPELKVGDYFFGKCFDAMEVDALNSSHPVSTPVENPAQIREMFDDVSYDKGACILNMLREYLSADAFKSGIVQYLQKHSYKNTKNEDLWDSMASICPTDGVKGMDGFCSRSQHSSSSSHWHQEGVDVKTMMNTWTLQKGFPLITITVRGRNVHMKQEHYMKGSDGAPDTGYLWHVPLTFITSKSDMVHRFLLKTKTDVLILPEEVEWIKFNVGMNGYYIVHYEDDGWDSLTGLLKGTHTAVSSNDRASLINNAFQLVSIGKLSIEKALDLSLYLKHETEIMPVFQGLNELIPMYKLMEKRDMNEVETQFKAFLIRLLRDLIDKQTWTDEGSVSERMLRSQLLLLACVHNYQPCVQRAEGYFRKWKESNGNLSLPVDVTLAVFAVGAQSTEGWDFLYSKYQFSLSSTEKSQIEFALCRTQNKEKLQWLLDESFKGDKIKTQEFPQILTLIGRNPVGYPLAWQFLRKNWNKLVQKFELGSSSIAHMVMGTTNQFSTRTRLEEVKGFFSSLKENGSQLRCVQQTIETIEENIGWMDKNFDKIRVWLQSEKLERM
PglD inh – C. jejuni PglD acetyltransferase inhibitors, primary screen, biochemical, DTNB colorimetric, single point; purified PglD enzyme, DTNB colorimetric CoA detection; inhibition, % at 12.5 µM; 360,000 compounds, 0.098% hits; in the data active means inhibition above about 16%, passing the limit was not always enough; inconclusive means no clear call, values can overlap the other calls; further: strong numbers were not always called active
PAX8 inh HTS – inhibitors of PAX8-driven TPO luciferase reporter, primary screen, RMG-I cells, single concentration. inhibition, % at 12.6 µM. SteadyGlo, 24 h. 360,000 compounds, 1.2% hits. AID 652154, 2013;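 active means mean replicate inhibition at least 60% with every replicate also reaching 60%; inconclusive means only one of the two criteria is met; inactive means mean below 60% and not all replicates reaching 60%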;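 further: luciferase light reporting Pax8 driven TPO promoter activity; plate controls were median of neutral control wells for no effect and mitoxantrone controls for full effect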
Numbers without * were called inactive; ? = inconclusive; / = no result given.

SMILES | S100A4 MyoIIA | EWS-Fli inh | PGC1a acetyl inh | LGR2 inh | FN deposition inh | ERAP1 inh | PglD inh | PAX8 inh HTS
COCC(=O)Nc1ccc2c(c1)OC[C@@H](C)N(C(=O)COC)C[C@H](C)[C@@H](OC)CN(C)C2=O | 2.9 | -1.1 | 6.6 | 5.3 | 0.1 | 1.5 | -4.2 | -5.9
COC(=O)CSc1nnc(CNC(=O)c2cc(OC)c(OC)c(OC)c2)n1C | / | / | -4.1 | 8.6 | -7.2 | / | 6.8 | /
C[C@H]1CN([C@@H](C)CO)C(=O)CCCn2nncc2CO[C@H]1CN(C)Cc1ccc2c(c1)OCO2 | 3.2 | -8.5 | -0.9 | -2.2 | -12.1 | 2.5 | 1.7 | /
CC(NC(=O)COC(=O)C1CCCCC1)c1ccccc1 (stereo unspecified) | 1.7 | -12.9 | / | -11.0 | / | 2.8 | -5.8 | 6.6
CCCS(=O)(=O)Nc1cccc(-c2ccc3nnc(C)n3n2)c1 | -6.5 | 8.4 | / | 4.5 | -3.4 | -0.3 | / | 6.1
C[C@H]1CN([C@@H](C)CO)C(=O)c2cc(NC(=O)Cc3ccccc3)ccc2O[C@H]1CN(C)C(=O)Nc1ccc(C(F)(F)F)cc1 | -7.3 | / | 0.1 | 6.3 | / | 2.1 | 0.9 | 19.1
CCn1c(SCC(=O)N/N=C/C=C/c2ccccc2[N+](=O)[O-])nnc1-c1ccc(Cl)cc1 | -15.4 | -4.8 | / | 8.1 | 2.0 | -1.2 | / | -29.1
O=C(O)CN1C(=O)C(=O)N(Cc2c(F)cccc2Cl)C1=O | -2.9 | 1.6 | -1.9 | 5.7 | -4.8 | 1.5 | 2.4 | 6.8
O=C(Nc1ccccc1O)c1cc(S(=O)(=O)N2CCOCC2)c(Cl)cc1Cl | 0.2 | / | 5.9 | 2.4 | / | 1.8 | 9.8 | /
O=C(Nc1ccccc1)c1ccccc1OCc1ccc(F)cc1 | -0.7 | 6.8 | / | 9.8 | -2.2 | 0.4 | -5.0 | -16.1
C[C@H]1CN([C@@H](C)CO)C(=O)c2cccc(NC(=O)Nc3ccc(F)cc3)c2O[C@@H]1CN(C)S(=O)(=O)c1cccs1 | -23.1 | -23.4 | 13.6 | -20.0 | 0.5 | -1.2 | 1.2 | 30.5
Cc1ccc(NC(=O)CCc2ccc(C)o2)c(C)c1 | -7.0 | / | / | 15.2 | 15.7 | -3.2 | / | -9.1
CCOC(=O)/C(=C/c1ccc(OC(F)F)cc1)C1=Nn2c(nnc2-c2ccc(Cl)cc2)SC1 | -1.7 | 31.1 | 9.1 | / | -7.4 | -4.5 | -2.8 | -26.9
COC(=O)C[C@@H]1CC[C@@H]2[C@@H](COc3ccc(NC(=O)C4CCOCC4)cc3C(=O)N2C)O1 | -3.0 | 8.1 | -5.7 | 11.8 | -5.2 | -4.0 | -2.7 | 7.3
COc1ccc(C2=Nc3ccccc3N(C(=O)c3cnccn3)C2C(=O)NC2CCCC2)cc1 (stereo unspecified) | -12.4 | -56.9 | / | -36.0 | 1.2 | -2.5 | / | -43.2
CCC(CC)C(=O)c1c[nH]c(C(=O)NCc2cccs2)c1 | -2.4 | -2.8 | / | 5.4 | -4.2 | / | -2.2 | -6.8
COCc1nnc(NC(=O)C2CCN(C(=O)c3ccco3)CC2)s1 | -0.4 | 1.1 | / | 6.9 | -2.2 | 0.3 | -5.7 | 8.6
Cc1cc(C(=O)Nc2ccccc2)oc(=O)c1 | 4.7 | -53.8 | / | -37.8 | 9.0 | -4.8 | / | -45.1
O=C1CC(NC(=O)C(F)(F)F)c2cc3c(cc21)OCO3 (stereo unspecified) | -2.0 | -9.6 | 9.5 | -4.7 | -0.1 | 1.2 | -2.7 | 11.4
COc1ccc([Si](C)(C)[C@H]2[C@H](CCO)O[C@@]3(C(=O)N(Cc4ccccc4)c4ccc(NC(C)=O)cc43)[C@@H]2C)cc1 | 6.2 | 30.0 | 0.3 | / | / | -1.1 | -7.7 | 53.5
CCC(=O)N(C)C[C@H]1Oc2ncc(-c3cccc(OC)c3)cc2C(=O)N([C@H](C)CO)C[C@H]1C | -5.7 | 2.0 | -12.3 | -23.9 | 8.1 | 1.3 | -0.4 | 10.0
CC(C)C#Cc1cnc2c(c1)C(=O)N([C@@H](C)CO)C[C@@H](C)[C@@H](CN(C)C(=O)Nc1cccc(F)c1)O2 | 33.9 | 1.0 | -0.2 | 12.6 | -5.4 | 1.4 | -1.5 | 23.4
CN(Cc1ccccc1)S(=O)(=O)c1ccc(Cl)c(C(=O)OCC(N)=O)c1 | -1.6 | -10.4 | -3.5 | 2.4 | -3.7 | -7.8 | 4.3 | 4.7
Cc1noc(C)c1NC(=O)N[C@@H]1CC[C@@H](CCNC(=O)C2CCCC2)O[C@H]1CO | 4.7 | -0.3 | 3.8 | 1.4 | 4.1 | 0.6 | 1.5 | 3.8
O=C(CSc1nnc(CNC(=O)c2ccccc2F)o1)NCCc1ccccc1 | / | / | -10.1 | / | 2.1 | / | -2.7 | 0.8
O=C(C[C@H]1C=C[C@H](NC(=O)Nc2ccccc2)[C@H](CO)O1)NCc1ccccn1 | 8.7 | -3.7 | 0.6 | 10.7 | / | -3.9 | 1.8 | 5.8
CCCNC(=O)N1C[C@H]2[C@@H](c3ccccc31)[C@H](CO)N2C(=O)CN1CCOCC1 | / | 4.1 | 21.5 | 2.8 | -4.9 | / | -1.1 | -12.2
C[C@@H]1CN([C@H](C)CO)C(=O)Cc2cc(NC(=O)Nc3ccc(F)cc3)ccc2O[C@@H]1CN(C)C(=O)NC1CCCCC1 | -2.1 | 2.3 | -7.7 | -2.9 | / | 2.2 | 0.0 | 7.7
C/C=C/c1ccc([C@@H]2[C@H](CO)N(Cc3ccccn3)[C@H]2CNC(=O)CC)cc1 | 3.0 | -6.2 | 3.5 | 9.5 | 0.2 | / | 2.5 | 2.5
CCCCc1c(O)c2ccccc2[nH]c1=O | / | / | 3.3 | / | 7.1 | / | 1.1 | -3.7
CN1CCN(c2nc(-c3ccccc3Cl)nc3ccccc23)CC1 | 0.1 | -2.7 | 7.2 | -11.2 | -0.3 | -3.4 | -3.4 | -1.6
COC(=O)c1sc(NC(=S)NC(=O)c2ccccc2Cl)nc1C | 15.3 | 3.3 | / | / | -6.6 | -6.2 | / | -129.1
Cc1ccc2c(c1)C(c1ccc(O)cc1)(c1ccc(O)cc1)C(=O)N2C | 1.2 | 10.6 | / | 6.8 | 0.4 | 3.7 | / | -11.3
Oc1c(CN2CCOCC2)ccc2ccccc12 | -2.2 | 10.6 | 5.2 | 8.9 | / | -2.9 | 4.2 | 16.8
COc1ccc(C=CC(=O)c2ccc(OC)c(OC)c2O)cc1OC | -0.6 | 6.5 | 11.7 | 12.2 | 13.5 | -0.3 | 2.4 | 14.2
O=C1CC(/C=C/c2ccc([N+](=O)[O-])cc2)=Nc2ccccc2N1 | -1.2 | 1.1 | 22.1 | 3.4 | -0.9 | / | 2.7 | -12.0
COC(=O)C[C@H](NC(=O)Cn1cnc(C(=O)Nc2ccc(C)c(C)c2)n1)C(=O)OC | -3.6 | -71.6 | -7.4 | 7.3 | 1.3 | 6.6 | -2.0 | -58.7
COc1ccc(C(=O)CCC(C)(C)[N+](=O)[O-])cc1OC | 1.2 | -0.6 | 7.8 | 3.4 | -2.4 | -0.8 | / | -12.0
O=C(CO/N=C/c1ccccc1OC(F)F)NCc1ccco1 | -1.9 | 5.2 | 3.4 | 8.7 | -1.0 | / | 2.4 | -5.3
O=[N+]([O-])c1ccc(OCn2cncn2)cc1 | -2.3 | -3.5 | / | 2.5 | -3.4 | -4.0 | 0.2 | -0.9
CCCNC(=O)Nc1ccc2c(c1)C(=O)N(C)C[C@@H](OC)[C@@H](C)CN(CCC(F)(F)F)[C@@H](C)CO2 | / | 6.3 | -3.0 | -1.4 | 20.6 | / | / | /
NC(=S)N/N=C/c1cc([N+](=O)[O-])ccc1Cl | 27.8 | 4.7 | / | 32.7 | 6.8 | -1.5 | -2.5 | 15.4
COc1ccc(/C=C2\Sc3ccc(C(=O)NC4CC4)cc3N(C)C2=O)cc1OC | 11.6 | 5.4 | -13.8 | -7.2 | 7.6 | 1.9 | 1.5 | 21.0
COc1cccc(CNC(=O)[C@@H]2CCCN2C(=O)[C@@H]2CCCN2C(=O)c2cccc(OC)c2)c1 | -1.5 | -0.5 | / | 3.3 | -3.8 | -0.9 | / | 0.3
C[C@@H]1CN([C@@H](C)CO)C(=O)Cc2cc(NC(=O)CCC(F)(F)F)ccc2O[C@H]1CN(C)S(=O)(=O)c1ccc(F)cc1 | 2.3 | -2.3 | 5.8 | -28.1 | / | -0.5 | 0.1 | 1.1
Cc1cc(NS(=O)(=O)c2ccc(NC(=O)Cc3ccc([N+](=O)[O-])cc3)cc2)nc(C)n1 | -0.7 | 15.0 | 7.7 | -12.5 | -2.2 | 2.9 | -4.5 | -3.9
COc1ccc(S(=O)(=O)N(C)C)cc1NC(=O)c1ccc2c(c1)OCCO2 | 0.3 | -1.8 | -3.8 | 11.4 | 0.4 | 1.3 | 0.4 | 8.4
COC(=O)[C@]12CCCCC=C1N(Cc1cccc3ccccc13)C(=O)[C@H](CC(=O)N1CCCC1)C2 | 6.8 | 2.8 | / | 11.3 | 11.0 | -2.0 | / | 3.4
CCOC(=O)c1sc(SC)c2c1CCCC2=O | -0.4 | 7.1 | / | 0.3 | 6.5 | -5.6 | 2.1 | -14.7
CNC(=O)C[C@@H]1CC[C@H]2[C@H](COc3ccc(NC(=O)Nc4ccc(F)c(F)c4)cc3C(=O)N2C)O1 | -4.8 | -10.7 | 28.2 | -20.6 | -16.8 | 1.2 | -3.7 | -1.8
COc1ccc(CNCCCn2cnc3c(SC)ncnc32)cc1 | -5.8 | -8.1 | -24.5 | 8.2 | 3.2 | -1.0 | -3.0 | 6.3
O=C(Cc1ccccn1)NCC[C@@H]1CC[C@H](NC(=O)Nc2ccc(F)cc2)[C@H](CO)O1 | -3.9 | -0.4 | -8.4 | 17.3 | / | -3.7 | 0.3 | 0.0
O=c1oc2c(CN3CCOCC3)c(O)c(Cl)cc2c2c1CCCC2 | -0.5 | / | / | -7.0 | / | 11.9 | 0.2 | /
Cc1nc2c(C)cccc2cc1C(=O)N/N=C/c1ccc(O)cc1 | 6.4 | -5.0 | / | / | 6.3 | -2.0 | / | 6.5
O=c1sc2ccccc2n1CCOc1ccccc1 | -2.7 | / | -7.0 | -47.3 | -5.1 | 3.4 | 5.3 | -96.4
Cc1cc(C)c(S(=O)(=O)/N=C2\C=C(Nc3ccc(C(=O)O)cc3)C(=O)c3ccccc32)c(C)c1 | 8.3 | -36.7 | 12.6 | 2.6 | 2.2 | -1.2 | -4.1 | ?
